# From PubChem BioAssay
# Bcl-B TR3 displacers: displacers of TR3 peptide from Bcl-B, primary screen, selectivity assay for Bfl-1 inhibitor project, biochemical, fluorescence polarization; one-dose displacement, % at 20 µM; IC50 in µM for titrated hits; FP displacement of FITC-TR3 peptide from Bcl-B; higher % means a stronger effect; Bcl-2-like protein 10 (Homo sapiens); 0.11% of 96,000 active;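 active = displacement above 50% at 20 µM plus a fluorescence interference ratio under 1.5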;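 note: plate controls were wells without compound for no effect and wells lacking Bcl-B protein for full effect; a part of the inactive calls stands beside numbers as strong as those of hits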
# MRP resist rev: reversal of MRP1-mediated doxorubicin resistance, primary screen, H69AR cells, doxorubicin co-treatment. 0.04% of 85,000 active. differential viability (reversal), % at 10 µM. H69AR cells + 2 uM doxorubicin, CellTiter-Glo, 72 h;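 active = viability drop by adding the cancer drug above about 55%, with treated viability meeting a 40% cutoff, limit read from the data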;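 note: viability without doxorubicin minus viability with 2 µM doxorubicin for each compound; larger differential means the compound sensitizes cells more to doxorubicin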
# PLAP inhibition: PLAP enzyme inhibitors, biochemical, luminescence, HTS (AID 690); purified PLAP, luminescent substrate; higher % means a stronger effect; Alkaline phosphatase, placental type (Homo sapiens); inhibition, % at 20 µM; hits with a dose series show IC50 in µM; 0.08% of 96,000 active; in the data active = a potency from the dose series; inactive = the rest, 99 in 100 with inhibition below about 30%; note: strong numbers were not always called active
# NFkB transloc inh: inhibitors of IL-1B driven NFkB p65 nuclear import, primary screen, imaging, HUVEC, IL-1B stimulus, high-content imaging; HUVEC IL-1B NFkB p65 nuclear translocation imaging; inhibition, % at 2 µM; 0.43% of 94,000 active; AID 796, 2007;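 active = inhibition above about 30% together with a positive call from visual inspection of the well image, limit read from the data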;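 note: nuclear over cytoplasmic p65 intensity ratio measured by imaging; 0% = IL-1B stimulated DMSO wells and 100% = unstimulated DMSO wells; values of inactives mirror those of a sister screen read the other way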
# NFkB transloc pot: enhancers of NFkB p65 translocation in HUVEC – imaging, IL-1B stimulus, high-content imaging, primary screen; HUVEC IL-1B NFkB p65 nuclear translocation imaging; activation, % at 2 µM; AID 819, 2007; 0.3% of 94,000 active;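 active = activation above 40%, about the mean plus 3 SD, also judged a hit on visual image review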;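 note: percent activation is computed from the nuclear over cytoplasmic p65 intensity ratio; values of inactives mirror those of a sister screen read the other way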
# MRP resist rev cytotoxicity: also measured in MRP resist rev; calls as there; viability, %; H69AR cells, CellTiter-Glo, 72 h; measured here: cytotoxicity without doxorubicin
# MRP resist rev with doxorubicin: further read-out of MRP resist rev, marked with its call; viability, %; measured here: viability with 2 uM doxorubicin; hits give low values
# NFkB transloc inh cell count 2 µM: further read-out of NFkB transloc inh, marked with its call; cell count; measured here: cells passing quality filter;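 raw number of nuclei counted in each imaged well without normalization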
# NFkB transloc pot cell count 2 µM: further read-out of NFkB transloc pot, marked with its call; cell count; measured here: cells passing quality filter
# * hit, by the source's call; nt = no result given. These rows are one share of the data, so the mix of outcomes need not match the whole.
SMILES,Bcl-B TR3 displacers,MRP resist rev,MRP resist rev cytotoxicity,MRP resist rev with doxorubicin,PLAP inhibition,NFkB transloc inh,NFkB transloc inh cell count 2 µM,NFkB transloc pot,NFkB transloc pot cell count 2 µM
COc1cccc(NC(=O)Cc2c(O)c3ccccc3[nH]c2=O)c1,14%,14,111,97,8%,nt,nt,nt,nt
CC(C)C[C@H](NC(=O)OC(C)(C)C)C(=O)N1CCC(C(=O)O)CC1,-6%,-1,105,107,7%,2,161,-2,161
Cc1nc(N2CCC(C)CC2)c2c(C)c(C(=O)O)sc2n1,-5%,-4,70,74,-18%,-2,139,2,139
Cc1cc(C)nc(SCc2nnc(SCC(=O)NCc3ccco3)n2-c2ccccc2)n1,14%,10,76,66,-72%,0,192,0,192
CC(C)(C)C(=O)C(Cc1ccccc1Cl)n1cncn1 (configuration not stated),3%,18,100,83,-26%,-16,179,16,179
COc1cc2c(cc1NC(=O)Nc1cccc(C)c1)oc1ccccc12,0%,nt,nt,nt,36%,-27,180,27,180
CC(C)(C)C1CCC(OCC(O)CN2CCN(c3ccccc3)CC2)CC1 (configuration not stated),-15%,21,100,79,-47%,-4,149,4,149
CNc1ccc(/C=C2\COc3ccccc3C2=O)cc1[N+](=O)[O-],-10%,-14,16,30,17%,13,62,-13,62
Cc1nnc2sc(-c3ccccn3)nn12,18%,1,87,86,8%,nt,nt,nt,nt
O=C(Nc1cccc(Cl)c1)N1CCN2C(=O)c3ccccc3C12c1ccccc1 (configuration not stated),4%,0,85,85,-21%,8,108,-8,108
CC1CCC(C(C)C)C(OC(=O)C[n+]2cccc(C(N)=O)c2)C1 (configuration not stated),-12%,nt,nt,nt,15%,2,123,-2,123
COC(=O)C(Cc1c[nH]c2ccccc12)NC(=O)C(C)C (configuration not stated),8%,4,84,80,3%,-7,136,7,136
COCc1[nH][nH]c(=O)c1C=Nc1ccc(Oc2ccccc2)cc1,2%,-25,55,79,-272%,-4,201,4,201
CCOC(=O)c1cccc(NC(=O)CCS(=O)(=O)c2cccs2)c1,-8%,26,100,74,19%,nt,nt,nt,nt
CCOC(=O)c1c(NC(=O)CN2CCOCC2)sc2c1CC(C)(C)OC2,-25%,-12,61,73,-93%,-6,131,6,131
COc1cccc2cc(-c3nnc(SCC(=O)NCCc4ccccc4)n3C)oc12,13%,7,83,76,-4%,8,162,-8,162
O=C(NCCOC(=O)c1ccccc1C(=O)OCCNC(=O)c1cccnc1)c1cccnc1,-6%,1,90,88,-8%,-5,180,5,180
Cc1nc2nc(CSc3nc4ccccc4s3)cc(=O)n2[nH]1,3%,3,86,83,-17%,-13,122,13,122
CC(=O)c1cccc(NC(=O)COc2nsnc2N2CCOCC2)c1,3%,12,84,72,-2%,5,88,-5,88
Cc1ccc(CCN2CC(C(=O)NCCCN3CCN(C)CC3)CC2=O)cc1 (configuration not stated),5%,5,94,88,-39%,-28,182,28,182
C=CCn1c(SCc2c(C)noc2C)nc2sc3c(c2c1=O)CCCCC3,-3%,-19,55,74,4%,-22,141,22,141
CCOC(=O)c1oc2ccccc2c1CSc1nnnn1-c1ccccc1,13%,-12,94,106,14%,0,195,0,195
Nc1csnc1C(=O)O,2%,11,95,84,10%,nt,nt,nt,nt
Cc1ccc(OCCCC(=O)Nc2ccc3c(c2)OCO3)cc1,-1%,3,89,86,6%,4,174,-4,174
COc1ccc(/C=C/c2ccncc2)c2ccccc12,-8%,-26,14,40,-18%,0,175,0,175
CCOC(=O)c1ccccc1Nc1cn(C(C)=O)c2ccccc12,-3%,-23,23,47,-16%,-11,100,11,100
CS(=O)(=O)N(CC(=O)Nc1c(F)cccc1F)c1ccc(C23CC4CC(CC(C4)C2)C3)cc1,0%,nt,nt,nt,12%,13,120,-13,120
Cc1nn(Cc2ccccc2Cl)c(C)c1C(=O)Nc1nnc(C2CC2)s1,-5%,6,89,83,-18%,2,103,-1,103
Cc1cccc(NC(=S)N2CCN(Cc3ccc4c(c3)OCO4)CC2)c1C,20%,nt,nt,nt,-32%,4,136,-4,136
CCOC(=O)N1CCN(CC(O)c2ccc3c(c2)CCN3)CC1 (configuration not stated),-8%,-10,94,104,-39%,4,132,-4,132
O=C(Nc1cccnc1)Nc1ccc2c(c1)OCO2,15%,-1,74,75,8%,-3,50,3,50
CC(C)(C)c1ccc(C(=O)NNC(=O)c2ccccc2Br)cc1,-5%,nt,nt,nt,-4%,11,122,-11,122
O=c1nc(N(c2ccccc2)c2ccccc2)[nH]c(=O)[nH]1,-5%,4,92,88,20%,-16,139,16,139
O=C(Oc1ccc(Cl)c2cccnc12)N1CCCCCC1,nt,10,95,85,nt,-12,172,11,172
O=C(Cc1n[nH]c(=O)c2ccccc12)NCc1ccccn1,-8%,nt,nt,nt,4%,-2,123,2,123
Cc1ccc(C(=O)N2CCN(c3ccc(C(F)(F)F)cn3)CC2)c(C)c1,3%,-1,89,89,-21%,-10,163,10,163
COc1ccc(N2CCN(C(=O)CN(c3ccccc3)S(C)(=O)=O)CC2)cc1,-11%,16,106,90,14%,5,178,-5,178
CCOC(=O)C1=C(C)N=c2s/c(=C/c3ccccc3)c(=O)n2C1c1ccc(OC)c(OC)c1 (configuration not stated),-85%,nt,nt,nt,-4%,-1,142,1,142
COc1ccc(S(=O)(=O)NCCOc2ccccc2)cc1OC,-6%,-1,96,96,1%,-20,140,20,140
Fc1cccc2sc(N3CCOCC3)nc12,nt,-3,85,88,nt,-10,120,10,120
CC(C)CCNC(=O)CN(C)S(=O)(=O)c1cccc2nsnc12,6%,6,90,84,9%,-2,119,2,119
CCOc1cc(S(=O)(=O)NCc2ccccn2)c(C)cc1C,-1%,nt,nt,nt,-125%,-28,150,28,150
CCc1cc(C(=O)Nc2ccc(C)cc2Br)cs1,nt,-14,87,101,nt,-4,99,4,99
Cc1c(C(=O)NCc2ccc3c(c2)OCO3)oc2ccc(S(=O)(=O)N3CCCCC3)cc12,-9%,-22,56,77,8%,-3,168,3,168
O=C(Nc1ccc2c3c(cccc13)CC2)c1ccco1,-10%,8,78,70,17%,-29,124,29,124
CC(=O)c1c(C)[nH]c(C(=O)N2CCN(c3ccc(F)cc3)CC2)c1C,10%,17,108,91,-11%,-3,178,3,178
Cc1ccccc1-n1nc(C(=O)c2cccs2)cc(-c2nc3ccccc3[nH]2)c1=N,nt,-20,38,58,nt,-1,147,1,147
CCc1nc2ccccc2n1Cc1ccccc1OC,4%,12,90,78,-58%,nt,nt,nt,nt
CCn1nnnc1SCC(=O)N1CCc2ccccc21,nt,-3,95,98,nt,-15,144,15,144
c1coc(CNCc2cccs2)c1,nt,-3,99,102,nt,2,77,-2,77
O=C(Nc1ccc2nc(-c3cccnc3)[nH]c2c1)c1ccco1,2%,-2,73,75,9%,nt,nt,nt,nt
c1ccc(N2CCN(c3ccccc3)C2c2ccncc2)cc1,2%,50,74,24,-9%,7,157,-7,157
Cn1nc(OC(=O)Nc2cccc(Cl)c2)cc1C(F)(F)F,28%,-1,95,96,4%,nt,nt,nt,nt
Cc1c(NC(=O)c2cccc(F)c2)c(=O)n(-c2ccccc2)n1C,0%,-3,99,102,-7%,-2,25,2,25
CCCCNC(=O)CCSc1nc2nc(C)cc(C)n2n1,-3%,5,93,88,-14%,-10,105,10,105
CC(=O)Nc1nnc(SCC(=O)N2CCN(Cc3ccccc3)CC2)s1,nt,-4,90,94,nt,-10,152,11,152
CCOc1cc(CNc2ccc(Br)cc2)cc(Br)c1OCC(=O)NC(C)(C)C,-8%,nt,nt,nt,-28%,-13,161,13,161
CC1=C(C(N)=O)C(c2ccccc2)n2nc(-c3cccs3)nc2N1 (configuration not stated),16%,7,103,96,-3%,-4,164,4,164
O=C(COc1ncnc2ccccc12)N1CCN(S(=O)(=O)c2ccccc2)CC1,3%,-21,76,97,-1%,-11,82,11,82
Cc1cc(C(=O)Nc2ccccn2)cs1,nt,nt,nt,nt,nt,1,129,-1,129

# 2 of the compounds above, with each value named.
CC(=O)c1c(C)[nH]c(C(=O)N2CCN(c3ccc(F)cc3)CC2)c1C
  Bcl-B TR3 displacers = 10%
  MRP resist rev = 17
  MRP resist rev cytotoxicity = 108
  MRP resist rev with doxorubicin = 91
  PLAP inhibition = -11%
  NFkB transloc inh = -3
  NFkB transloc inh cell count 2 µM = 178
  NFkB transloc pot = 3
  NFkB transloc pot cell count 2 µM = 178

Cc1ccccc1-n1nc(C(=O)c2cccs2)cc(-c2nc3ccccc3[nH]2)c1=N
  Bcl-B TR3 displacers = nt
  MRP resist rev = -20
  MRP resist rev cytotoxicity = 38
  MRP resist rev with doxorubicin = 58
  PLAP inhibition = nt
  NFkB transloc inh = -1
  NFkB transloc inh cell count 2 µM = 147
  NFkB transloc pot = 1
  NFkB transloc pot cell count 2 µM = 147

# Remaining list, next part
SMILES,Bcl-B TR3 displacers,MRP resist rev,MRP resist rev cytotoxicity,MRP resist rev with doxorubicin,PLAP inhibition,NFkB transloc inh,NFkB transloc inh cell count 2 µM,NFkB transloc pot,NFkB transloc pot cell count 2 µM
CC(C)N(Cc1ccccc1)C(=O)c1cnc2n(c1=O)CCS2,-3%,nt,nt,nt,-20%,-4,74,4,74
CC(=O)c1cc2c(cc1NC(=O)c1c(-c3ccccc3)noc1C)OCO2,0%,nt,nt,nt,17%,-8,147,8,147
CC(=O)c1sc(NC(=O)C(C)(C)C)nc1C,nt,5,91,85,nt,10,121,-10,121
CCOC(=O)c1c(-c2cccs2)csc1NC(=O)c1ccncc1,5%,-2,79,82,8%,3,145,-3,145
COc1ccccc1Nc1nc(-c2sc(NC(=O)c3ccco3)nc2C)cs1,-23%,nt,nt,nt,5%,-13,189,13,189
COc1ccc(OC)c(/C=C/C(=O)c2ccc(Cl)cc2)c1,-17%,nt,nt,nt,8%,1,112,-1,112
CCCNC(=O)c1c(NC(=O)C2COc3ccccc3O2)sc2c1CCCC2 (configuration not stated),nt,-9,29,38,nt,-21,117,21,117
CC(Oc1ccc(Cl)cc1)C(=O)Nc1nccs1 (configuration not stated),3%,-2,101,103,-14%,2,110,-2,110
CN(C)S(=O)(=O)Oc1cccc(C(=O)Nc2cccc(Cl)c2)c1,-2%,nt,nt,nt,41%,5,118,-5,118
Cc1ccnc(Sc2nc3c(c(=O)[nH]c(=O)n3C)n2CCCc2ccccc2)n1,12%,17,96,79,-60%,9,175,-9,175
CC(C)(C)c1ccc(S(=O)(=O)N2C=CC(C(F)(F)F)=NCC2)cc1,-2%,15,91,76,0%,-8,76,8,76
O=C(CCn1c(=O)c2sccc2n(CC(=O)NCc2ccco2)c1=O)NCc1ccccc1,0%,-7,86,93,8%,-8,113,8,113
CN(C(=O)c1ccccn1)c1nnc(-c2cnccn2)s1,-7%,4,88,83,1%,-9,136,9,136
COc1cccc(C(=O)NC2CCSC2=O)c1 (configuration not stated),2%,-4,84,88,-7%,-22,150,23,150
COc1ccc(OC)c(NC2c3ncccc3C(=O)N2Cc2ccco2)c1 (configuration not stated),6%,9,86,76,-17%,nt,nt,nt,nt
CCn1c(SCC(=O)NCC(=O)Nc2ccc(F)cc2)nnc1-c1cccs1,-2%,2,97,95,-1%,-4,175,4,175
CCN(CC)CCNC(=O)NC1CCCCC1,-7%,-13,94,107,-10%,nt,nt,nt,nt
CCCCn1c(-c2ccc([N+](=O)[O-])cc2)n[nH]c1=S,4%,nt,nt,nt,-2%,-2,68,2,68
CC(Sc1nnc(-c2cccs2)n1Cc1ccccc1)C(=O)NCc1ccc2c(c1)OCO2 (configuration not stated),3%,-31,30,61,-51%,-11,166,11,166
CCCNC(=O)Nc1ccc2c(c1)N(C)C(=O)c1ccccc1S2,-2%,8,96,87,-17%,-3,175,3,175
CCCNC(=O)Cn1c(=O)oc2ccccc21,7%,0,97,98,9%,-14,171,14,171
Cc1noc(C)c1S(=O)(=O)N1CCC(C(=O)N2CCN(Cc3ccc4c(c3)OCO4)CC2)CC1,-2%,nt,nt,nt,-69%,nt,nt,nt,nt
O=C1CCCC2=C1C(Cc1ccccc1)C1=C(CCCC1=O)O2,-4%,22,99,77,-12%,0,154,0,154
